# FBPA Giardia inh – inhibitors of Giardia lamblia fructose-1,6-bisphosphate aldolase; 0.71% of 290,000 active; purified Giardia FBPA; A8B2U2; Potency, µM (titrated, usually from 59.6 µM), without a hit: top-dose activity, negative = inhibition, usual class: inhibitors; further: potency means the concentration at half of the fitted maximal effect; nearly all actives have a fitted effect of over 55% in size
# Target sequence (A8B2U2 whole entry, looked up): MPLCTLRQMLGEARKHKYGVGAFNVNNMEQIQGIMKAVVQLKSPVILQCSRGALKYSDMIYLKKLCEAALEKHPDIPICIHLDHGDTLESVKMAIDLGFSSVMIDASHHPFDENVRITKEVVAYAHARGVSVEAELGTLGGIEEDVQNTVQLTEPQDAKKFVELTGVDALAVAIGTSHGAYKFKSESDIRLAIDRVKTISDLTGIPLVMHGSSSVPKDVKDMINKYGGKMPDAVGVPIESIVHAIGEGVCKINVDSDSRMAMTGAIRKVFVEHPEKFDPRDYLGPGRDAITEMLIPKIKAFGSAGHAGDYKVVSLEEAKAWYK
#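 40 nM FBPA preincubated 10 min at RT with compound (up to 57.5 uM final), then substrate plus GAPDH/TPI/NAD/arsenate coupling and diaphorase/resazurin added. Fluorescence read after 20 min at RT, 525/598 nm.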
# Sm TGR inh – S. mansoni TGR enzyme inhibition; purified TGR, DTNB reduction, TNB absorbance 405 nm; Potency, µM (doses to about 114 µM), for the others: top-dose activity change, negative = inhibition, actives largely listed as inhibitors; 3% of 360,000 active; AID 485364; further: potency means the concentration at half of the fitted maximal effect; nearly all actives have a fitted effect of over 60% in size
#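 First, TGR (20 nM dispensed) and NADPH were mixed with compound. Second, a 15 min room-temperature incubation followed. Third, further NADPH and then DTNB were added to start the reaction. Finally, TNB absorbance was monitored kinetically.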
# HCMV antiviral – human cytomegalovirus inhibition | HFF cells, HCMV-luciferase reporter, 72 h; stronger effect = lower value | activity change, negative = inhibition, % at 57.5 µM | 4.5% of 410,000 active; in the data active means activity change below about -60%; inconclusive means no clear call, values can overlap the other calls; inactive means above about -39%
#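 Steps: HFFs plated, 16 h 37C; compounds added; HCMV-luciferase added to MOI 1 PFU/cell; 72 h 37C; OneGlo reagent, 5 min room temperature; luminescence read, normalized to controls.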
# AMA1-RON2 inh – AMA1-RON2 (P. falciparum) interaction inhibition | AID 720542 | Potency, µM (highest dose often 58.2 µM), inactives show at the top dose activity change, negative = inhibition, most hits filed as inhibitors | AlphaScreen AMA1-biotinylated RON2 peptide binding | 0.2% of 360,000 active;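 further: potency means the concentration at half of the fitted maximal effect; 0% = vehicle wells and -100% = peptide control; nearly all actives have a fitted effect of over 45% in size; some results filed as inactive show a strong effect at the top dose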
#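 AMA1 (3D7) with his tag at 25 nM final met compounds first, then biotinylated RON2 peptide at 25 nM; detection used donor plus acceptor beads, 10 µg/mL apiece, read by AlphaScreen after 30 min at room temperature.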
# HCV inh – blocks hepatitis C virus | Huh7.5.1 HCVcc-Cre infection, luciferase reporter, 44 h | Potency, µM (doses to about 41.8 µM), without a hit: at the top dose activity change, negative = inhibition, actives largely listed as inhibitors | 3.4% of 340,000 active | AID 651820; further: potency means the concentration at half of the fitted maximal effect
#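 Reporter virus HCVcc-Cre (~0.5 moi) infects cells exposed to compound; seeding density 1,000 cells/well with 4 h settling beforehand. Luminescence, 15 sec read, taken 44 h post-infection following a 15 min RT substrate incubation.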
# AmpC detergent – AmpC beta-lactamase inhibition with detergent present; AmpC hydrolysis of nitrocefin, absorbance 480 nm, 0.01% Triton; Potency, µM (doses to about 114 µM), without a hit: at the highest dose activity change, negative = inhibition, usual class: inhibitors; 0.041% of 370,000 active;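 further: potency means the concentration at half of the fitted maximal effect; 0% = no-compound wells and -100% = no-enzyme wells; nearly all actives have a fitted effect of over 25% in size; some results filed as inactive show a strong effect at the top dose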
# Target sequence (P00811 whole entry, looked up): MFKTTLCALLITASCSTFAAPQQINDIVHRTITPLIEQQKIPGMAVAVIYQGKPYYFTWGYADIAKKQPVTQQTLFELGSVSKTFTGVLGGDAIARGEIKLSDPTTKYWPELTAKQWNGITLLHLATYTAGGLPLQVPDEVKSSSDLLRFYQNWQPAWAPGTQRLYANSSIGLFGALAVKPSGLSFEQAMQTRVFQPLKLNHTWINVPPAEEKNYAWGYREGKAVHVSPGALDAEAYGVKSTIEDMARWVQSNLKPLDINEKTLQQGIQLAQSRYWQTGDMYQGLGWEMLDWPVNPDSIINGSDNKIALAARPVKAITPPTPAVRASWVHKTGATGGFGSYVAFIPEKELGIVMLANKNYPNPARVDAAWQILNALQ
#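 AmpC (5.3 nM in the dispensed reagent) in 20 mM phosphate pH 7.0 with 0.01% (detergent screen) or 0.0001% Triton X-100 was preincubated with compounds for 15 min at room temperature. Nitrocefin was then added from an 800 uM solution, and hydrolysis was followed at 480 nm.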
# An asterisk follows results filed as active; ? = inconclusive; nt = no result given; & = joins results of further samples; [ ] = remark or other dose. Unless noted, the call rests on the fitted dose curve; in most records, active means well fitted curve in the direction sought with a large enough effect; inconclusive means small, poorly fitted or top-dose-only effect, or another doubt; inactive means no such curve, though single readings can be large; an effect the other way counts as inactive or inconclusive. Unless noted, on the % scale 0 is the no-effect control and ±100 the full control effect. Not a hit list; about 9.3% have a hit in one of these screens.
molecule	FBPA Giardia inh	Sm TGR inh	HCMV antiviral	AMA1-RON2 inh	HCV inh	AmpC detergent
COc1ccc(C(=O)OCN2C(=O)c3ccccc3C2=O)cc1	4%	0%	-23	1%	3%	-9%
O=C1NCN(C2CCCCC2)CN1	nt	nt	5	9%	24%	nt
COc1ccc(C(=O)NC(C(=O)N2CCN(c3ccccc3O)CC2)C(C)C)cc1 (centres undefined)	8%	-25%	-11	-1%	-7%	2%
O=C(CSc1ccc2ccccc2c1)NCCCN1CCCC1=O	-3%	-6%	71	-4%	-9%	?
Cc1c(C(=O)C(=O)N2CCN(C)CC2)c2ccccc2n1C	2%	-8%	-16	-15%	28%	-18%
CC1CCC(NC(=O)c2ccc3c(c2)N(Cc2ccccc2)C(=O)c2ccccc2S3(=O)=O)CC1 (centres undefined)	nt	-13%	?	nt	nt	-3%
O=C(Nc1cccc2c1CCCC2)c1ccccc1F	-11%	8%	10	4%	6%	4%
Cc1ccc(-c2noc(CSc3nnc(Cc4ccccc4)n3-c3cccc(C)c3)n2)cc1	-8%	3%&3%	-22&-7	3%	?	?
Cc1ccc(S(=O)(=O)Nc2ccc(-n3c(C)nc4ccccc4c3=O)cc2)cc1	nt	14%	4	-17%	5%	-8%
O=C(CCN1CCOCC1)Nc1cc(C(=O)Nc2ccccc2F)ccc1N1CC2CC(C1)c1cccc(=O)n1C2 (centres undefined)	2%	?	-12	-5%	-12%	?
O=C1C(=O)N(Cc2cccnc2)C(c2ccccn2)/C1=C(/O)c1ccccc1 (centres undefined)	7%	12%[11.4 µM]	36	2%	16%	-9%
COc1ccc(-c2nnc(SCCC(=O)O)n2-c2ccccc2)cc1OC	19%	16%	74	4%	2%	-17%
CC(C)CC(=O)N1CCN(Cc2ccc(C(F)(F)F)cc2)CC1	32µM*	8%	-9	?	?	-7%
Cc1ccc(S(=O)(=O)N2CCOCC2)cc1NC(=O)CNCC1CCCCC1	?	16%	-19	-3%	-10%	-3%
COc1ccc(-n2nc3c(c2NC(=O)C2CC(=O)N(c4ccccc4)C2)CS(=O)(=O)C3)cc1 (centres undefined)	nt	-16%	36	2%	19%	-2%
COc1ccc(NC(=O)/C(C#N)=C/c2ncc([N+](=O)[O-])n2C)c(OC)c1	-10%	5%	34	10%	16%	-2%
COc1cccc(/C=C/C(=C2/C(=O)N(c3ccccc3)N=C2C)c2ccc(C)cc2)c1OC	-1%	-8%	-10	-3%	5%	?
COc1ccc(C2(C(N)=O)CCCCC2)cc1OC	-1%	1%	-14	-21%	8%	?
CC1Cc2ccccc2N1S(=O)(=O)c1cnc(Cl)c(Cl)c1 (centres undefined)	3%	0%	2	-6%	-13%	2%
Cc1cccn2c(N)c(-c3ccccc3)nc12	-9%	-7%	0	10%	3%	-11%
CCc1ccccc1NC(=O)N1CCCC(CCC(=O)N(C)CCc2ccccn2)C1 (centres undefined)	2%	0%	-23	0%	11%	3%
S=C(Nc1ccccc1Cl)Nc1ccc(Cl)cc1Cl	-7%	25µM*	-21	1%	6%	1%
CC(C)C[C@H](NC(=O)[C@@H]1CCCN1C(=O)[C@@H](N)Cc1ccc(O)cc1)C(=O)NCC(N)=O	3%	-13%	20	2%	3%[8.37 µM]	?
O=C(Nc1cccnc1)c1ccc(Cl)cc1[N+](=O)[O-]	-6%	-6%	-17	-9%	-4%	?
CC1=CC2=NC(=O)/C(=C\c3cc(C)n(-c4cccc(Cl)c4)c3C)C(=N)N2O1	3%	-21%	-23	-6%	?	?
O=C(CSc1nnc(C2CC2)n1Cc1ccccc1)Nc1cccnc1Cl	4%	3%	4	-11%	5%	2%
COc1ccc(C2c3[nH]c4ccccc4c3C[C@H]3C(=O)N(C4CCN(Cc5ccccc5)CC4)CC(=O)N23)c(OC)c1 (some centres undefined)	1%	-8%	46	-23%	?	3%
COc1ccc(S(=O)(=O)Nc2ccccc2OC)cc1NC(=O)c1cc2ccccc2oc1=O	-2%	3%	-17	9%[11.6 µM]	1%	-8%
Cc1ccc(NC(=O)CN2C(=O)C(c3ccc(F)cc3)=NC23CCCCCC3)c(C)c1	nt	5%	1	nt	nt	6%
CCOC(=O)Cc1csc(SCC(=O)NC2CCS(=O)(=O)C2)n1 (centres undefined)	nt	-13%	-7	84%[activator]	7%	-7%
COc1ccc(N=Nc2nc3cc(Br)c(Br)cc3n2C)c(OC)c1	?	45µM*	-16	?	?	11%
Clc1ccc(Oc2nc(N3CCOCC3)nc(N3CCOCC3)n2)cc1	6%	9%	20	-1%	-18%	1%

# Sorted by formula weight (smallest number first): some entries from above
molecule	FBPA Giardia inh	Sm TGR inh	HCMV antiviral	AMA1-RON2 inh	HCV inh	AmpC detergent
O=C(Nc1cccc2c1CCCC2)c1ccccc1F	-11%	8%	10	4%	6%	4%
Cc1ccc(NC(=O)CN2C(=O)C(c3ccc(F)cc3)=NC23CCCCCC3)c(C)c1	nt	5%	1	nt	nt	6%
CCc1ccccc1NC(=O)N1CCCC(CCC(=O)N(C)CCc2ccccn2)C1 (centres undefined)	2%	0%	-23	0%	11%	3%

# The list goes on:
molecule	FBPA Giardia inh	Sm TGR inh	HCMV antiviral	AMA1-RON2 inh	HCV inh	AmpC detergent
CC(Sc1ccccc1)C(=O)NCCc1ccccc1 (centres undefined)	10%	-4%	38	-8%	9%	?
CCOC(=O)c1cc(-c2ccc(F)cc2)n(CCC(=O)NCc2ccccc2OC)c1C	nt	6%	0	nt	nt	0%
O=C(Cc1ccc(Cl)cc1)Nc1ccccc1C(=O)N1CCCCC1	13%	4%	10	5%	-5%	-1%
Cc1c(-c2ccccc2)[n+](=O)c2c(n1[O-])CCCC2	2%	7%	15	-5%	4%	-8%
COc1ccc(Oc2cn[nH]c2-c2ccc(OC)cc2O)cc1	7%	13%	-15	39%[activator]	-5%	9%
CCC(=O)Nc1ccc2c(c1)nc1n2CCN(C2CCCCC2)C1	-30%	?	23	4%	?	-2%
Cn1cnnc1SCC(C)(C)NS(=O)(=O)c1ccc(Cl)cc1	1%	2%	8	32%[activator]	-5%	-1%
Nc1ccc(CCC(=O)N2CCCC2)cc1	2%	4%	14	0%	10%	?
O=C(Cn1cnc2c(cnn2-c2ccccc2)c1=O)Nc1cc(S(=O)(=O)N2CCOCC2)ccc1Cl	5%	-5%	-25	13%[11.6 µM]	?	-5%
COc1ccc(CCNC(=O)c2ccc3c(c2)NC(=O)C(N2CCOCC2)S3)cc1OC (centres undefined)	1%	10%	-15	5%	-5%	1%
COC(=O)c1cc(NC(=O)c2cccs2)ccc1N1CCOCC1	1%	0%[57.1 µM]	-1	-2%	?	1%
CSc1ccc(/C=N/n2c(C3CCCCC3)n[nH]c2=S)cc1	27%	5%	?	37%[activator]	-6%	1%
CN(C)c1cc(Nc2ccc(O)cc2)c([N+](=O)[O-])c2nonc12	-2%	0%	?	-3%	7%	1%
N#Cc1cc2c(=O)n3ccccc3nc2n(CCN2CCOCC2)c1=O	3%	4%	nt	nt	nt	?
CN(C)C(=O)c1c2c(nc3ccccc13)CCCC2	5%	-21%	0	10%	-7%	?
O=C(NCCCN1CCc2ccccc2C1)C1CCN(S(=O)(=O)N2CCCC2)CC1	nt	-28%	41	1%	-4%	-3%
NC(N)=N/N=C(\N=Nc1ccccc1)c1cccc2cccnc12	nt	nt	11	19%	6%	nt
CCN1C(=NCc2cc(OC)c(OC)c(OC)c2)N[C@@H](c2ccccc2)[C@H](C(=O)OC)[C@H]1C	10%&8%	-32%&5%	nt	nt	nt	?
CCOC(=O)CN1C(=O)N[C@@H](CCc2ccccc2)[C@@H](C(=O)OC)[C@H]1C	6%[12.9 µM]	nt	-5	14%	17%	nt
Cc1ccccc1SCC(=O)OCC(=O)Nc1ccc(N(C)C)cc1	-4%	-11%	12	?	10%	-12%
COc1cccc(-c2cc(-c3cccnc3)c(C#N)c(N)n2)c1	-1%	-12%	-19	-15%	-16%	5%
Cc1cccc(OCC(=O)Nc2ccc(S(=O)(=O)N3CCN(C)CC3)cc2)c1	4%	1%	12	-5%	?	?
Cc1ccc2sc(N(Cc3cccnc3)C(=O)Cc3ccccc3)nc2c1C	nt	5%	0	nt	nt	6%

# Filtered by structure, the compounds so far containing a Cl atom.
molecule	FBPA Giardia inh	Sm TGR inh	HCMV antiviral	AMA1-RON2 inh	HCV inh	AmpC detergent
CC1Cc2ccccc2N1S(=O)(=O)c1cnc(Cl)c(Cl)c1 (centres undefined)	3%	0%	2	-6%	-13%	2%
S=C(Nc1ccccc1Cl)Nc1ccc(Cl)cc1Cl	-7%	25µM*	-21	1%	6%	1%
O=C(Nc1cccnc1)c1ccc(Cl)cc1[N+](=O)[O-]	-6%	-6%	-17	-9%	-4%	?
CC1=CC2=NC(=O)/C(=C\c3cc(C)n(-c4cccc(Cl)c4)c3C)C(=N)N2O1	3%	-21%	-23	-6%	?	?
O=C(CSc1nnc(C2CC2)n1Cc1ccccc1)Nc1cccnc1Cl	4%	3%	4	-11%	5%	2%
Clc1ccc(Oc2nc(N3CCOCC3)nc(N3CCOCC3)n2)cc1	6%	9%	20	-1%	-18%	1%
O=C(Cc1ccc(Cl)cc1)Nc1ccccc1C(=O)N1CCCCC1	13%	4%	10	5%	-5%	-1%
Cn1cnnc1SCC(C)(C)NS(=O)(=O)c1ccc(Cl)cc1	1%	2%	8	32%[activator]	-5%	-1%
O=C(Cn1cnc2c(cnn2-c2ccccc2)c1=O)Nc1cc(S(=O)(=O)N2CCOCC2)ccc1Cl	5%	-5%	-25	13%[11.6 µM]	?	-5%
